PAFAH1B2 FP inh: PAFAH1B2 (human) inhibition. hit rate 1.2% among 340,000. P68402. AID 492953. recombinant PAFAH1B2, FP-rhodamine activity probe, fluorescence polarization. inhibition, % at 3.39 µM;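 active = inhibition above the mean of all tested compounds plus 3 SD, cut at about 24% in these data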;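 also: 0% = enzyme with DMSO and 100% = wells lacking PAFAH1B2; many of its hits are not listed in these tables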
Target sequence (P68402 whole entry, looked up): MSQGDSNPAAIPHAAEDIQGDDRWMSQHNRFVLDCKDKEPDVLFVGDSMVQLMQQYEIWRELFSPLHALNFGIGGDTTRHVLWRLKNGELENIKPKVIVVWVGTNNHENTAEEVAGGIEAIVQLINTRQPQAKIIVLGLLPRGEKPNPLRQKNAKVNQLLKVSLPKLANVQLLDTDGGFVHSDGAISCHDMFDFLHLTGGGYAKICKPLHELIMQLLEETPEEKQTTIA
PME-1 inh: blocks human protein phosphatase methylesterase 1. Q9Y570. recombinant PME-1, FP-Rh probe fluorescence polarization. inhibition, % at 5.9 µM. hit rate 0.53% among 320,000;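 active = inhibition above the campaign mean of all compounds plus 3 SD, cut at about 26% in these data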;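 also: competitive labeling of PME-1 active site by serine hydrolase directed probe; 0% = PME-1 with DMSO and 100% = wells lacking PME-1 enzyme; inhibitors block probe labeling so polarization falls and inhibition rises; many of its hits are not listed in these tables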
pPAFAH FP inh: pPAFAH (human) enzyme inhibition | AID 463082 | recombinant pPAFAH, FP-rhodamine probe fluorescence polarization | inhibition, % at 3.39 µM | hit rate 1.5% among 330,000;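 active = inhibition above the mean inhibition across the screen plus 3 SD, cut at about 25% in these data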;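 also: inhibitors block binding of the rhodamine activity-based probe so polarization drops; 0% = enzyme with DMSO and 100% = wells lacking pPAFAH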
Target sequence (Q13093 whole entry, looked up): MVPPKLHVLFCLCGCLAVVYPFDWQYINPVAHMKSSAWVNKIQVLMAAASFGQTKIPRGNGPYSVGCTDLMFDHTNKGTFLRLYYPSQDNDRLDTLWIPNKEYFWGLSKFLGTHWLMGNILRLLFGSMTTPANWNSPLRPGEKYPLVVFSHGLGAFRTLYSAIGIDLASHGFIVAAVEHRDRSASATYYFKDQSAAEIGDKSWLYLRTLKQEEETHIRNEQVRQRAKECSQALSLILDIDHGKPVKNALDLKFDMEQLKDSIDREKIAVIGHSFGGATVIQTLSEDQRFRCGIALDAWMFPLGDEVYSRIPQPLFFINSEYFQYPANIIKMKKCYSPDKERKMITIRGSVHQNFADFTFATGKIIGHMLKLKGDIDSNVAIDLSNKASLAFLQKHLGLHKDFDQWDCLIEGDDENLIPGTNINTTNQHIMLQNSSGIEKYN
PAD4 FP inh: inhibitors of human PAD4; Q9UM07; recombinant PAD4, RCA probe fluorescence polarization; inhibition, % at 6.36 µM; hit rate 0.41% among 330,000; AID 485272;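 active = percent inhibition above a cutoff equal to the mean of all tested compounds plus 3 SD, cut at about 15% in these data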;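 also: 0% = PAD4 with RCA probe and DMSO and 100% = probe without PAD4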
GSTO1 inh: blocks human GSTO1 in RBBP9 counter-screen. P78417. recombinant GSTO1, activity-based probe fluorescence polarization. inhibition, % at 5.96 µM. hit rate 1.1% among 300,000. AID 1974;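 active = inhibition above the campaign mean inhibition plus 3 SD, cut at about 35% in these data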;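 also: 0% = GSTO1-1 with DMSO and 100% = wells lacking GSTO1-1 enzyme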
LYPLA2 inh: counter-screen for PME1 inhibitors: inhibitors of human LYPLA2; inhibition, % at 5.9 µM; hit rate 0.38% among 320,000; recombinant LYPLA2, FP-Rh probe fluorescence polarization; AID 2177;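 active = inhibition above the screen-wide mean plus 3 SD, limit set per campaign, cut at about 26% in these data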;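 also: 0% = LYPLA2 with DMSO and 100% = wells lacking LYPLA2 enzyme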
PREPL inhibitor: inhibitors of human prolyl oligopeptidase-like enzyme PREPL. inhibition, % at 5.96 µM. hit rate 0.68% among 320,000. AID 2751. Q4J6C6. recombinant PREPL, fluorescence polarization activity-based probe; in the data active = inhibition above about 43%;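 also: 0% = enzyme with DMSO and 100% = wells lacking enzyme; many of its hits are not listed in these tables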
PAFAH1B3 FP inh: blocks human PAF acetylhydrolase 1B catalytic subunit 3; recombinant PAFAH1B3, FP-rhodamine probe, fluorescence polarization; inhibition, % at 3.39 µM; hit rate 0.28% among 340,000;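 active = inhibition above the screen-wide average of all tested compounds plus 3 SD, cut at about 25% in these data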;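 also: 0% = enzyme with DMSO only and 100% = wells lacking PAFAH1B3 protein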
LYPLA1 counter: counter-screen for PME1 inhibitors: inhibitors of human LYPLA1. recombinant LYPLA1, FP-Rh probe fluorescence polarization. inhibition, % at 5.9 µM. hit rate 0.16% among 320,000. AID 2174;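 active = inhibition above the mean of all tested compounds plus 3 SD, set per campaign, cut at about 14% in these data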;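 also: inhibitors block serine hydrolase probe labeling of LYPLA1 so polarization falls; 0% = enzyme with DMSO and 100% = wells lacking LYPLA1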
* hit, by the source's call; . = no result given.

Labels used below – A = PAFAH1B2 FP inh; B = PME-1 inh; C = pPAFAH FP inh; D = PAD4 FP inh; E = GSTO1 inh; F = LYPLA2 inh; G = PREPL inhibitor; H = PAFAH1B3 FP inh; I = LYPLA1 counter
> CC(=O)c1ccc(NC(=O)Cn2cnc(S(=O)(=O)N3CCCCC3)c2)cc1
  A: 4	B: 6	C: 9	D: -2	E: 6	F: 4	G: -3	H: 0	I: 4

> CCCCCCCCOC(=O)c1c(CSC(=N)N)n(C)c2cc(Br)c(OC(C)=O)cc12
  A: .	B: -1	C: -1	D: -9	E: -50	F: 3	G: 6	H: .	I: -2

> C/C(=N\NC(=O)c1ccco1)c1ccc(-c2ccccc2)cc1
  A: -4	B: -12	C: 4	D: -3	E: 8	F: 1	G: -29	H: 3	I: 0

> CC(=O)Cc1nsc(NC(=O)c2ccc(-c3cccc(Cl)c3)o2)n1
  A: 1	B: -3	C: 1	D: -2	E: -23	F: -8	G: 4	H: -3	I: -5

> CCN1C(=O)C(CC(=O)Nc2ccc(OC)cc2)N(CCCN2CCN(c3ccc(OC)cc3)CC2)C1=S (stereo unspecified)
  A: -1	B: -2	C: 2	D: 4	E: -1	F: -9	G: 38	H: -4	I: -4

> CCNC(=S)NCCN1CCOCC1
  A: 7	B: -7	C: 0	D: -3	E: -6	F: 3	G: 0	H: 4	I: 4

> COCCCNC(=O)C1CCN(S(=O)(=O)N(CC(C)C)CC(C)C)CC1
  A: 6	B: 1	C: 2	D: 2	E: -2	F: -4	G: 7	H: 2	I: -2

> Cc1cc(C)cc(NS(=O)(=O)c2cc(Br)cnc2N)c1
  A: -7	B: -2	C: 4	D: 2	E: -5	F: 3	G: -6	H: -1	I: -5

> Cc1nnsc1C(=O)NCc1c(F)cccc1Cl
  A: 7	B: 3	C: -5	D: -4	E: 2	F: 1	G: 7	H: 2	I: 0

> COCc1nc2sc3c(c2c(=O)[nH]1)CCCC3
  A: -2	B: 3	C: -5	D: 0	E: -5	F: -4	G: -5	H: 10	I: -1

> CCN(Cc1cnn(C)c1)Cc1nc(C(c2ccccc2)c2ccccc2)no1
  A: 5	B: -1	C: 2	D: -3	E: -4	F: 6	G: 15	H: -6	I: -2

> O=C(COC(=O)/C=C/c1ccc(OC(F)F)cc1)NC(=O)NC1CCCCC1
  A: 4	B: .	C: 5	D: 2	E: .	F: .	G: 11	H: 2	I: .

> CC(C)C(=O)Nc1nc(-c2ccc(S(=O)(=O)N3CCOCC3)cc2)cs1
  A: 2	B: 5	C: -7	D: 2	E: 1	F: 9	G: 7	H: -4	I: 0

> COc1ccc(C(=O)CCN2CCN(c3ccccc3OC)CC2)cc1
  A: -3	B: -5	C: -7	D: 0	E: -6	F: 5	G: 5	H: 1	I: 1

> COc1ccc(NC(=O)CCS(=O)(=O)c2ccc3c(c2)oc(=O)n3C)cc1OC
  A: 3	B: -3	C: 6	D: -2	E: -7	F: -5	G: 8	H: 1	I: 2

The final two entries of the section above come first, to join the parts.
Labels used below – A = PAFAH1B2 FP inh; B = PME-1 inh; C = pPAFAH FP inh; D = PAD4 FP inh; E = GSTO1 inh; F = LYPLA2 inh; G = PREPL inhibitor; H = PAFAH1B3 FP inh; I = LYPLA1 counter
> COc1ccc(C(=O)CCN2CCN(c3ccccc3OC)CC2)cc1
  A: -3	B: -5	C: -7	D: 0	E: -6	F: 5	G: 5	H: 1	I: 1

> COc1ccc(NC(=O)CCS(=O)(=O)c2ccc3c(c2)oc(=O)n3C)cc1OC
  A: 3	B: -3	C: 6	D: -2	E: -7	F: -5	G: 8	H: 1	I: 2

> O=S(=O)(c1ccc(F)cc1)N(CCO)CC(O)Cn1c2ccccc2c2ccccc21 (stereo unspecified)
  A: 2	B: 2	C: 2	D: 1	E: -3	F: 1	G: 17	H: -4	I: -3

> CC1CCN(CCC(=O)Nc2nccs2)CC1
  A: 6	B: -2	C: 0	D: -5	E: -5	F: -7	G: -5	H: 0	I: -4

> COc1ccc(C2=NS(=O)(=O)N(C)C(C(=O)NC(C)c3ccccc3)=C2)cc1OC (stereo unspecified)
  A: 0	B: 3	C: -2	D: 2	E: 0	F: 0	G: 21	H: 6	I: 0

> COC(=O)c1sc(-c2ccccc2)cc1NC(=O)C1CC1
  A: 0	B: 1	C: 5	D: -2	E: -7	F: -5	G: -2	H: 7	I: -3

> CC1(C)NC(=O)N(CC(O)Cn2c3ccccc3c3ccccc32)C1=O (stereo unspecified)
  A: 2	B: -1	C: 1	D: 1	E: -5	F: 6	G: 4	H: -3	I: -2

> Cc1cc(C)cc(NC(=O)CCCn2nc(C)c3c(C)n(-c4ccccc4)nc3c2=O)c1
  A: 2	B: -5	C: 5	D: 6	E: -10	F: 0	G: 0	H: 5	I: 0

> COC(=O)CNC(c1ccccc1Cl)c1cc(Br)ccc1NC(=O)CCN1CCOCC1 (stereo unspecified)
  A: -9	B: -2	C: 5	D: 0	E: -7	F: 0	G: 7	H: 3	I: -4

> O=C(CCc1nnc(COc2ccccc2)o1)NCc1ccc(Cl)s1
  A: 4	B: 0	C: 1	D: -2	E: -6	F: 5	G: 7	H: 3	I: 7

> CCOc1ccc(NC(=O)CN(C)C(=O)c2ccc3c(c2)C(=O)N(CCC(C)C)C3=O)cc1OCC
  A: -2	B: 7	C: 6	D: 0	E: 6	F: 4	G: 4	H: 5	I: -1

> O=C(O)c1ccc(C2SCC(=O)N2Cc2ccco2)cc1 (stereo unspecified)
  A: 10	B: 2	C: -1	D: -1	E: -8	F: 1	G: -1	H: 6	I: 1

> Cc1c(C(c2ccc(F)cc2)c2c(C)n(C)n(-c3ccccc3)c2=O)c(=O)n(-c2ccccc2)n1C
  A: 2	B: 3	C: 2	D: 1	E: 6	F: -1	G: 0	H: 4	I: 0

> CCOC(=O)C1CCCN(C(=O)Cn2c(=O)c3cccn3c3cccnc32)C1 (stereo unspecified)
  A: 1	B: -3	C: 9	D: 2	E: -4	F: -4	G: 4	H: 4	I: 3

> O=C(NC1CCCC1)C(c1cccs1)N(CC1CCCO1)C(=O)Cc1cccs1 (stereo unspecified)
  A: -1	B: 3	C: 2	D: 2	E: 5	F: 0	G: 4	H: -2	I: -1

Laid out differently: results already given.
The line under a structure holds: PAFAH1B2 FP inh, PME-1 inh, pPAFAH FP inh, PAD4 FP inh, GSTO1 inh, LYPLA2 inh, PREPL inhibitor, PAFAH1B3 FP inh, LYPLA1 counter
- O=S(=O)(c1ccc(F)cc1)N(CCO)CC(O)Cn1c2ccccc2c2ccccc21 (stereo unspecified)
 : 2, 2, 2, 1, -3, 1, 17, -4, -3
- CC1CCN(CCC(=O)Nc2nccs2)CC1
 : 6, -2, 0, -5, -5, -7, -5, 0, -4
- COc1ccc(C2=NS(=O)(=O)N(C)C(C(=O)NC(C)c3ccccc3)=C2)cc1OC (stereo unspecified)
 : 0, 3, -2, 2, 0, 0, 21, 6, 0
- COC(=O)c1sc(-c2ccccc2)cc1NC(=O)C1CC1
 : 0, 1, 5, -2, -7, -5, -2, 7, -3
- CC1(C)NC(=O)N(CC(O)Cn2c3ccccc3c3ccccc32)C1=O (stereo unspecified)
 : 2, -1, 1, 1, -5, 6, 4, -3, -2
- Cc1cc(C)cc(NC(=O)CCCn2nc(C)c3c(C)n(-c4ccccc4)nc3c2=O)c1
 : 2, -5, 5, 6, -10, 0, 0, 5, 0
- COC(=O)CNC(c1ccccc1Cl)c1cc(Br)ccc1NC(=O)CCN1CCOCC1 (stereo unspecified)
 : -9, -2, 5, 0, -7, 0, 7, 3, -4
- O=C(CCc1nnc(COc2ccccc2)o1)NCc1ccc(Cl)s1
 : 4, 0, 1, -2, -6, 5, 7, 3, 7
- CCOc1ccc(NC(=O)CN(C)C(=O)c2ccc3c(c2)C(=O)N(CCC(C)C)C3=O)cc1OCC
 : -2, 7, 6, 0, 6, 4, 4, 5, -1

Bioassay records from PubChem.

An excerpt; count on the stated rates, not on these rows.
